phage Ecoli inh = E. coli growth loss with phage present; growth absorbance; inhibition, % at 11.9 µM; 360,000 tested, 0.26% active; in the data active means inhibition above about 11%
Wnt act = Wnt/beta-catenin pathway activation; Wnt/beta-catenin reporter cell assay, activator, plate reader; activation, % at 9.35 µM; 300,000 tested, 1.2% active; AID 743398; in the data active means activation above about 30%, passing the limit was not always enough;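 further: 0% = neutral control wells and 100% = positive control wells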
Rtt109 Vps75 = inhibitors of Candida albicans Rtt109/Vps75 histone acetyltransferase | Q5AAJ8 | purified Rtt109/Vps75, ThioGlo CoA-SH fluorescence, 4 h | inhibition, % at 34.9 µM | 330,000 tested, 0.16% active | AID 540336;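 active means inhibition of at least 50% in every replicate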
Target sequence (Q5AAJ8 whole entry, looked up): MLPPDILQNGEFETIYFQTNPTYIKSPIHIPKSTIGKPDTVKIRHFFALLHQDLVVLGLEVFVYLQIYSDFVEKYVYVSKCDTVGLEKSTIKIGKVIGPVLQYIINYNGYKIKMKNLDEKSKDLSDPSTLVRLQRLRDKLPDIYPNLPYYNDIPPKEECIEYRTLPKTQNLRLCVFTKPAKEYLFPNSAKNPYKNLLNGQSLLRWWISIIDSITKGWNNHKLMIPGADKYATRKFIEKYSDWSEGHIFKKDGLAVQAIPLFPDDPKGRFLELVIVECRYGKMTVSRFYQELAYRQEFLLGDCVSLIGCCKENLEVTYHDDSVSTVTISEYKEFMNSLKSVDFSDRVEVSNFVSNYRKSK
CAL PDZ FP = inhibitors of human CAL PDZ peptide binding | purified CAL PDZ, TMR-peptide fluorescence polarization, 1 h | inhibition, % at 20 µM | 330,000 tested, 0.02% active | AID 504414;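 active means highest replicate inhibition of at least 40%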;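 further: plate controls were DMSO neutral control wells for no effect and unlabeled competitor peptide control wells for full effect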
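Material: tagged CAL PDZ domain; buffer or medium: 25 mM sodium phosphate pH 7.4, 150 mM NaCl, TCEP, IgG, Thesit; compound dosing: single point, 20 µM; schedule: 1 h incubation at room temperature before polarization reading; measured by: FP readout, S and P plane fluorescence; read-out basis: percent inhibition from loss of millipolarization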
PvdQ acylase = P. aeruginosa PvdQ acylase inhibition; purified PvdQ acylase, fluorescence plate reader; inhibition, % at 10 µM; 340,000 tested, 0.063% active; AID 488965; in the data active means inhibition above about 30%, passing the limit was not always enough;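 further: 0% = vehicle neutral wells and 100% = reference inhibitor wells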
AddAB inh = less growth of phage-infected E. coli with AddAB. 330,000 tested, 0.29% active. E. coli expressing H. pylori AddAB, absorbance growth. AID 435030. inhibition, % at 11.9 µM; in the data active means inhibition above about 12%;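 further: 0% = vehicle wells of infected cells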
Tat export inh = blocks Tat-dependent protein export in E. coli. 340,000 tested, 0.036% active. inhibition, % at 10 µM. E. coli MC4100 TorA-mCherry Tat export, fluorescence;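 active means mean replicate inhibition at least 50% and at least half of replicates individually reaching 50%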;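 further: exported cargo escapes ClpAP degradation while cytoplasmic cargo is degraded and loses fluorescence; 0% = median of neutral control wells and 100% = median of NaSCN control wells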
DAGLB inhibitor = blocks human DAGLB lipase activity; Q8NCG7; inhibition, % at 5.17 µM; AID 504411; HEK293T DAGLB membrane lysate, EnzChek fluorogenic substrate; 340,000 tested, 0.059% active; in the data active means inhibition above about 34%;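 further: 0% = enzyme with vehicle and 100% = wells lacking enzyme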
Target sequence (Q8NCG7 whole entry, looked up): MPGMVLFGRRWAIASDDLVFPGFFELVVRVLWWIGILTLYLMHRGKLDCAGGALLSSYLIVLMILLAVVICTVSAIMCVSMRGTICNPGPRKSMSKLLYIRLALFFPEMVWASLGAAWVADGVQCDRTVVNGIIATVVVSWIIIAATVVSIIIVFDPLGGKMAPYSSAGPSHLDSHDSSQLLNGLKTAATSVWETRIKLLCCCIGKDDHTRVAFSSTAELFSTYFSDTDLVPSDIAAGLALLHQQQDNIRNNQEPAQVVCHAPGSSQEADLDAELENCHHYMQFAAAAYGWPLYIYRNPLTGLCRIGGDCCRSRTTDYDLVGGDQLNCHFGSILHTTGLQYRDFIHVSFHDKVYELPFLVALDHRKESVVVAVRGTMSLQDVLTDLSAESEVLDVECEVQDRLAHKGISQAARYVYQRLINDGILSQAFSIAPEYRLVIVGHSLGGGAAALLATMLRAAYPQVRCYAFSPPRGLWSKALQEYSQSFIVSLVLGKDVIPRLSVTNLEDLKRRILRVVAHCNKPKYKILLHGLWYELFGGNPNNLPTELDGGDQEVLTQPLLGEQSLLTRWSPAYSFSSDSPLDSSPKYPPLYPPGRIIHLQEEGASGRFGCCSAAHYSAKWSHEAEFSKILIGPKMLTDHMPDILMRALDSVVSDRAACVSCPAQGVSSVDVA
PfHsp90 yeast 2 = inhibits growth of yeast expressing Plasmodium falciparum Hsp90. S. cerevisiae expressing PfHsp90, BacTiter-Glo ATP, 48 h; yeast lacking PDR1 and PDR3 efflux regulators. inhibition, % at 9.4 µM. 310,000 tested, 0.32% active. AID 504621;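 active means every replicate shows inhibition above about 80%, whatever the replicate mean, limit read from the data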;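 further: 0% = DMSO neutral controls and 100% = 20 µM radicicol positive controls; yeast relying on Plasmodium falciparum Hsp90 in place of its own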
E coli growth = reduces bacterial viability in AddAB counter-screen; inhibition, % at 11.9 µM; 330,000 tested, 0.27% active; AID 449728; E. coli V3065 growth, OD600 absorbance, 18 h;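 active means inhibition above the campaign's mean inhibition across all tested compounds plus 3 SD, cut at about 9.9% in these data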;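 further: uninfected addAB+ strain grown without phage in ampicillin broth; 0% = DMSO wells and 100% = ciprofloxacin 0.95 µg/ml wells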
An asterisk follows results filed as active; x = not tested or not shown. An unsorted share of the library; about 1.9% have a hit in one of these screens.

SMILES | phage Ecoli inh | Wnt act | Rtt109 Vps75 | CAL PDZ FP | PvdQ acylase | AddAB inh | Tat export inh | DAGLB inhibitor | PfHsp90 yeast 2 | E coli growth
COC(=O)c1ccc(C(=S)N2CCOCC2)cc1 | 1.6 | x | 2 | 0.5 | -3 | -2.7 | -5 | -1 | -3 | 1.2
O=C(O)CSc1ncnc2scc(-c3ccc(Br)cc3)c12 | 0.2 | -1 | -7 | -4.8 | -6 | 2.2 | 2 | 2 | -40 | 1.1
COc1ccccc1NC(=O)Cc1noc(CSc2cc(C)c3ccccc3n2)n1 | 4.2 | -5 | 8 | x | -11 | 0.4 | 15 | -4 | x | 0.4
CC1(C)CC(NC(=S)NCc2ccco2)CC(C)(C)N1 | 4.4 | -1 | -9 | -0.8 | 0 | 0.1 | -10 | -1 | -8 | 2.0
O=[N+]([O-])c1ccc(N2CCN(Cc3ccc4c(c3)OCO4)CC2)nc1 | 1.3 | 0 | 1 | 0.4 | 0 | 5.7 | -7 | -1 | -4 | -0.7
O=c1cc(-c2ccc([N+](=O)[O-])cc2)c2ccc(O)cc2o1 | -1.0 | -1 | -2 | -0.6 | 3 | -0.9 | -2 | 1 | -8 | -1.7
CS(=O)(=O)Nc1cccc(C2=NN(C(=O)c3ccccc3Cl)C(c3ccccc3O)C2)c1 (stereo unspecified) | -0.4 | -7 | 5 | -3.9 | -11 | 0.3 | 0 | -6 | -28 | -2.1
CC(Oc1ccc(Br)cc1)C(=O)Nc1cc(S(=O)(=O)N2CCOCC2)ccc1N1CCCC1 (stereo unspecified) | 2.4 | 1 | -11 | -1.2 | -7 | 2.1 | 13 | 0 | x | -0.6
O=C(Nc1cccc(O)c1)c1ccc(NC(=O)C2CCCO2)cc1 (stereo unspecified) | -0.2 | 18 | 9 | -0.4 | 4 | 3.7 | -7 | -2 | 16 | -0.7
CS(=O)(=O)c1ccc(C(=O)OCC(=O)N2CCCc3ccccc32)cc1 | 3.8 | -1 | 5 | -2.9 | -14 | 2.0 | -1 | 0 | 8 | 0.3
Cc1ccc(NC(=O)N2CCCCCC2)cc1C | 0.3 | 27 | 21 | 1.7 | 8 | -1.2 | -1 | 0 | -23 | -0.6
Cc1ccc(C(=O)CSc2nnc3n2CCCCC3)s1 | 0.4 | 22 | 4 | -0.6 | -6 | 1.2 | -2 | 3 | 2 | 2.3
CN(C)C(=O)[C@H]1C[C@H]1[C@@H](O)[C@H](CO)NC(=O)[C@H](COCc1ccccc1)NC(=O)OC(C)(C)C | 1.1 | -3 | -19 | -0.7 | -5 | 2.1 | -1 | 0 | 24 | -2.0
CCCCCCC(=O)N/N=C(\C)Cc1ccccc1 | 2.4 | -1 | 11 | -3.7 | -3 | -1.7 | 0 | -1 | 3 | -2.2
O=C(Nc1ccc(Cl)cc1)c1cccnc1N1CCCCC1 | 4.1 | x | 2 | -2.9 | 7 | -0.9 | 1 | -5 | -2 | 2.5
Cc1ccc(-n2nnnc2SCC(=O)Nc2ccccc2-c2ccccc2)cc1C | 4.7 | -2 | 1 | -2.7 | 3 | 2.3 | 4 | -12 | 16 | 1.0
O=C(Nc1cccc(C(=O)O)c1)Nc1cccc2ccccc12 | -0.8 | 14 | -1 | -0.6 | -20 | 1.1 | -11 | 0 | 4 | 1.6
Cc1ccc(C)c(S(=O)(=O)N/N=C/c2ccc(C(=O)O)cc2)c1 | -1.8 | 1 | -5 | -0.8 | -1 | 5.9 | -11 | 0 | -6 | -0.2
Oc1ccc(Nc2nc(-c3ccc(O)cc3)cs2)cc1 | 2.5 | x | 8 | x | -10 | 2.2 | 15 | 4 | 4 | 3.0
COc1cc(CCC(N)c2cccc(O)c2)cc(OC)c1OC (stereo unspecified) | 3.6 | 1 | 1 | 0.2 | 19 | x | -7 | 2 | -1 | x
COc1ccccc1CN1CCN(C(=O)c2ccncc2)CC1 | -2.7 | x | 4 | 0.0 | 2 | 2.8 | 3 | -1 | -6 | 3.4
COc1ccc(/C=C(/NC(=O)c2ccccc2)C(=O)N/N=C/c2sccc2C)cc1 | 4.6 | -1 | x | 0.0 | -28 | 0.0 | -2 | 1 | 9 | -0.5
CC1=C(C(=O)N(C)CCC#N)C2(CCCCC2)OC1=O | 2.7 | -4 | -4 | 0.4 | -10 | 2.0 | -8 | 0 | -14 | 0.6
O=C(N/N=C/c1cccc([N+](=O)[O-])c1)C1CC(=O)N(c2ccc(F)cc2)C1 (stereo unspecified) | 1.1 | -2 | 3 | -0.6 | -6 | 3.9 | 0 | 1 | -14 | -0.5
CCOC(=O)Nc1csnn1 | 1.2 | -2 | -35 | -1.3 | -7 | x | 6 | 0 | 5 | x

An excerpt from above in order of their number in Wnt act, smallest number first.
molecule,phage Ecoli inh,Wnt act,Rtt109 Vps75,CAL PDZ FP,PvdQ acylase,AddAB inh,Tat export inh,DAGLB inhibitor,PfHsp90 yeast 2
CS(=O)(=O)Nc1cccc(C2=NN(C(=O)c3ccccc3Cl)C(c3ccccc3O)C2)c1 (stereo unspecified),-0.4,-7,5,-3.9,-11,0.3,0,-6,-28
CN(C)C(=O)[C@H]1C[C@H]1[C@@H](O)[C@H](CO)NC(=O)[C@H](COCc1ccccc1)NC(=O)OC(C)(C)C,1.1,-3,-19,-0.7,-5,2.1,-1,0,24
CCOC(=O)Nc1csnn1,1.2,-2,-35,-1.3,-7,x,6,0,5
CCCCCCC(=O)N/N=C(\C)Cc1ccccc1,2.4,-1,11,-3.7,-3,-1.7,0,-1,3
O=[N+]([O-])c1ccc(N2CCN(Cc3ccc4c(c3)OCO4)CC2)nc1,1.3,0,1,0.4,0,5.7,-7,-1,-4

Further records.
SMILES | phage Ecoli inh | Wnt act | Rtt109 Vps75 | CAL PDZ FP | PvdQ acylase | AddAB inh | Tat export inh | DAGLB inhibitor | PfHsp90 yeast 2 | E coli growth
CCOC(=O)c1c(C)[nH]c(C(=O)COC(=O)c2cc(C)oc2C)c1C | 2.7 | -1 | 0 | -0.4 | -10 | -18 | 2 | -2 | -4 | -1.2
Cc1cc(OCCCCCNCCO)cc(C)c1Cl | 2.8 | x | 4 | -0.8 | -14 | -0.2 | -10 | 3 | 9 | -1.2
COCC(C)NS(=O)(=O)c1ccc(C(=O)NCCCn2ccc3ccccc32)cc1 (stereo unspecified) | 1.2 | -2 | 6 | 0.9 | 2 | 3.2 | -2 | 1 | -8 | -2.3
CCOC(=O)C1(CCCc2ccccc2)CCN(C(=O)[C@@H]2C[C@@H](C)NC(=S)N2)CC1 | 1.8 | 1 | 3 | -0.9 | 4 | 2.0 | -2 | -3 | -15 | 0.7
Cn1c(SCC(=O)c2ccc(F)cc2)nnc1-c1ccccc1N | 1.8 | x | -2 | -1.4 | -10 | 1.3 | -4 | -1 | 9 | 0.2
C/C(=N\NC(=O)c1ccc(OC2OCCOC2Oc2ccc(C(=O)N/N=C(\C)c3ccncc3)cc2)cc1)c1ccncc1 (stereo unspecified) | -0.7 | 11 | -11 | -1.1 | -6 | -0.9 | -10 | -1 | 8 | -0.3
Cc1cc2c(NC(=O)Nc3ccc(F)cc3)cccc2nn1 | 0.1 | -3 | -8 | -4.7 | -12 | 7.6 | 6 | -2 | 5 | 0.8
N/C(=N\OC(=O)c1ccc(Br)o1)c1ccccn1 | 3.4 | 8 | 11 | -0.2 | -5 | 0.7 | -6 | 1 | 13 | -0.4
Cc1cccc(C(=O)Nc2ccccc2N2CCN(c3ccc(F)cc3)CC2)c1 | 0.3 | 5 | -9 | 0.8 | -8 | 1.6 | 0 | -17 | -22 | 1.9
COc1ccc(CCN(C)C2CCCN(C(=O)Cn3cccn3)C2)cc1OC (stereo unspecified) | 1.0 | 1 | 14 | -2.4 | 2 | 4.8 | 0 | -1 | -8 | 1.1
COCCn1cc(C(=O)NCc2cccs2)c2c3ccccc3n(C)c2c1=O | 2.7 | x | 1 | x | -12 | 1.8 | -14 | 1 | 4 | -0.7
Cc1cccc(C(=O)NNC(=O)Nc2ccccc2)c1 | 1.4 | x | -3 | -2.7 | 6 | 0.2 | -1 | 0 | 9 | -1.5
CC1CCCC(NC(=O)COC(=O)/C=C/c2ccc(F)cc2)C1C (stereo unspecified) | 2.3 | -5 | 2 | -0.9 | -4 | 1.8 | -4 | -1 | -1 | 1.0
O=C(Cc1c(F)cccc1Cl)Nc1cc(S(=O)(=O)N2CCOCC2)ccc1N1CCCC1 | 0.5 | -4 | -2 | -0.3 | -14 | 0.0 | -16 | 2 | x | 2.4
COc1cc(NC(=O)CCc2c(C)nn(-c3ccc(N4CCOCC4)nn3)c2C)cc(OC)c1OC | 2.9 | 0 | -3 | -3.7 | 15 | 2.0 | 6 | 1 | -11 | -1.2
COc1ccc(N2CC(O)=C(c3nc(-c4ccc(Cl)cc4)cs3)C2=N)cc1 | 3.6 | -3 | -6 | -0.6 | -16 | 0.4 | 3 | -2 | -29 | 3.7
Cc1nc(Nc2ccccc2C)c2cnn(C)c2n1 | 0.4 | -2 | 4 | -1.1 | 26 | x | 4 | -1 | -4 | x
N#Cc1ccncc1Sc1ccc(Cl)cc1 | 4.0 | 0 | 7 | -1.1 | -5 | -1.7 | 1 | -2 | -23 | -0.2
CCC(NCc1cccnc1)c1ccc(OC)c(OC)c1 (stereo unspecified) | 2.1 | 3 | 2 | 0.4 | -4 | x | -17 | -3 | 3 | x
C#CCSc1[nH]c(=O)cc(C)c1C#N | 0.0 | -2 | 18 | -1.5 | 12 | 2.9 | 2 | x | 6 | -0.6
Cc1ccc(C)c(C(=O)CCC(=O)O)c1 | 0.2 | -2 | -6 | -0.1 | -4 | -1.6 | 7 | 2 | -9 | 0.2
COc1ccc(CN(C(=O)c2cnccn2)C(C(=O)NC(C)(C)C)c2cc(OC)c(OC)c(OC)c2)cc1 (stereo unspecified) | 2.5 | x | 14 | -0.5 | 13 | 0.9 | 7 | 1 | 1 | 2.4
CN(CC(=O)Nc1ccccc1Cl)C(=O)c1cccc(S(=O)(=O)N2CCN(c3ccc(F)cc3)CC2)c1 | 1.4 | -6 | 20 | 0.1 | 6 | -1.9 | 9 | 4 | -3 | 0.2
CCC(CO)N=CC1=C(O)CC(C)(C)CC1=O (stereo unspecified) | 1.8 | -1 | 12 | -0.9 | 10 | 3.5 | 2 | -4 | -14 | 1.0
COC(=O)C(C)N1C(=O)S/C(=C\c2ccc(-c3ccc(C(=O)O)cc3C)o2)C1=O (stereo unspecified) | 2.0 | 7 | -2 | -1.9 | -11 | -2.4 | 5 | 3 | -19 | -1.9
Cc1n(-c2ccccc2)c2ccc(Cl)cc2[n+]1CCO | 2.4 | -20 | 2 | 0.1 | -1 | 1.1 | 2 | -1 | 0 | -3.0

Reformatted as tab-separated lines: part of the list above
SMILES	phage Ecoli inh	Wnt act	Rtt109 Vps75	CAL PDZ FP	PvdQ acylase	AddAB inh	Tat export inh	DAGLB inhibitor	PfHsp90 yeast 2	E coli growth
COc1ccc(CCN(C)C2CCCN(C(=O)Cn3cccn3)C2)cc1OC (stereo unspecified)	1.0	1	14	-2.4	2	4.8	0	-1	-8	1.1
COCCn1cc(C(=O)NCc2cccs2)c2c3ccccc3n(C)c2c1=O	2.7	x	1	x	-12	1.8	-14	1	4	-0.7

Reprinted at random: two records from the list
SMILES | phage Ecoli inh | Wnt act | Rtt109 Vps75 | CAL PDZ FP | PvdQ acylase | AddAB inh | Tat export inh | DAGLB inhibitor | PfHsp90 yeast 2 | E coli growth
CCC(NCc1cccnc1)c1ccc(OC)c(OC)c1 (stereo unspecified) | 2.1 | 3 | 2 | 0.4 | -4 | x | -17 | -3 | 3 | x
CCC(CO)N=CC1=C(O)CC(C)(C)CC1=O (stereo unspecified) | 1.8 | -1 | 12 | -0.9 | 10 | 3.5 | 2 | -4 | -14 | 1.0
